Screening results: PubChem BioAssay, several laboratories
CD11b adhes enh = enhancers of CD11b/CD18 adhesion to fibrinogen, primary screen, K562 cells, luminescence | Integrin beta-2 (Homo sapiens) + Integrin alpha-M (Homo sapiens), P05107+P11215 | ATPlite luminescence | activation, % at 10 µM | 0.07% of 93,000 active;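 active means 10 µM primary screen giving 50% or more activity, confirmed by 40% or more on retest at that dose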; further: strong numbers were not always called active
ERa coact pot = enhancers of ERα–SRC-1 coactivator binding, primary screen, biochemical, TR-FRET, ERα LBD, low estradiol | AID 639, 2007 | coactivator binding (% of control), % at 25.6 µM | 1.3% of 86,000 active | TR-FRET ERalpha-LBD/SRC-Cy5 coactivator binding, 2 h; 100 = basal binding, no effect | Estrogen receptor (Homo sapiens), P03372; in the data active means activity above about 200%;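 further: binding measured in presence of low estradiol as agonist stimulus; 0% = peptide alone without receptor and 100% = receptor with peptide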
Target sequence (P03372 whole entry, looked up, the tested form may be a part): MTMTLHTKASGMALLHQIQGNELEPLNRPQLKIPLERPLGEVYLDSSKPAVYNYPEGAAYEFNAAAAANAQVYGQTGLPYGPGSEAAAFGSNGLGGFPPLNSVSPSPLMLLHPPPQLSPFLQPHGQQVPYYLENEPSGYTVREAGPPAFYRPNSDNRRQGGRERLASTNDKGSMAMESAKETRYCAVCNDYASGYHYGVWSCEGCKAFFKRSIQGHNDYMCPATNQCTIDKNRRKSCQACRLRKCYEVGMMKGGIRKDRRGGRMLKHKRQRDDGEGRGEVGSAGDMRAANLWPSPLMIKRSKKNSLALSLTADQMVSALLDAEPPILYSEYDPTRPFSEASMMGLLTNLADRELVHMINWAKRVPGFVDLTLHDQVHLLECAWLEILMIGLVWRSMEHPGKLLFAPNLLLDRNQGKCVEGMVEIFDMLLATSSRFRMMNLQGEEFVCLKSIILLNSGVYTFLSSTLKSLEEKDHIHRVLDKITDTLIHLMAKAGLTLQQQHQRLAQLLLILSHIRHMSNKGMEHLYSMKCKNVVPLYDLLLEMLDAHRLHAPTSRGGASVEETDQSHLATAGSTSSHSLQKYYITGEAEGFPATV
CYP2C19 inh = blockers of cytochrome P450 2C19 activity – biochemical, luminescence, ADME assay, primary screen. P33261. 21% of 96,000 active. AID 778, 2007. CYP2C19 Supersomes, luciferin-H EGE luminescence, 30 min. inhibition, % at 5 µM;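 active means CYP2C19 inhibition above a set limit at 5 µM in the primary screen, cut at about 50% in these data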;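 further: plate controls were negative control wells for no effect and 2.5 mM tranylcypromine positive control for full effect; values of inactives mirror those of a sister screen read the other way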
Target sequence (P33261 whole entry, looked up): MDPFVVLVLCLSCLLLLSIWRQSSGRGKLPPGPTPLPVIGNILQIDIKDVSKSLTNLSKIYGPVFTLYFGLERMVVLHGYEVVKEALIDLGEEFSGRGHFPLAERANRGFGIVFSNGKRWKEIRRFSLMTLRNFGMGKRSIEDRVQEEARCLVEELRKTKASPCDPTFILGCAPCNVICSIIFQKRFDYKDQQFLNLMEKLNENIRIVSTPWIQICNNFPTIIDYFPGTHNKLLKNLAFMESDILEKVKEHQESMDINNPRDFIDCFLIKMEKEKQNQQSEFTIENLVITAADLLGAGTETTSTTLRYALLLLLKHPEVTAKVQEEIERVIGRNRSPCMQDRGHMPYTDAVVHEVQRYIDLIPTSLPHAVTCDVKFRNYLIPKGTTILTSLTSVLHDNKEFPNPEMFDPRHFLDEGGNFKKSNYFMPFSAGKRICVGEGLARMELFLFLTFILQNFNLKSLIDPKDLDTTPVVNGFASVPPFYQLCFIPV
CD11b adhes inh = inhibitors of CD11b/CD18 adhesion to fibrinogen, primary screen, K562 cells, luminescence; ATPlite luminescence; Mn2+ added to activate the integrin; AID 1497, 2009; Integrin beta-2 (Homo sapiens) + Integrin alpha-M (Homo sapiens), P05107+P11215; inhibition, % at 10 µM; 0.54% of 93,000 active;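 active means primary inhibition of 50% or more at 10 µM, then 40% or more on retest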; further: some results filed as inactive read as strong as hits
HUVEC inhibit = inhibitors of HUVEC proliferation, primary screen, cell-based, 384-well. CellTiter-Glo luminescence, 72 h; hits give low values. viability, % at 10 µM (by protocol). 1.1% of 86,000 active. AID 648, 2007;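 active means viability at or below 30%; inactive means viability above 30%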;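 further: 100% = median luminescence of DMSO-only cell control wells on each plate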
Lung fibro prol = antiproliferative effect on LL 47 fibroblasts – human, LL 47 cells, CellTiter-Glo luminescence, primary screen. AID 719, 2007. viability, % at 10 µM. LL 47 human lung fibroblast viability, ATP luminescence; hits give low values. 1.1% of 85,000 active;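 active means viability at or below 50% in the single dose screen; inactive means viability above 50%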;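 further: compound exposure lasted 72 h before the ATP readout; 100% = median luminescence of untreated cell-only wells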
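Benchmarks: Cell-only wells, no compound | Test system: LL 47 human lung fibroblasts, passage 12 or lower | Input: 1,150 cells/well | Measured by: CellTiter-Glo luminescence measuring cellular ATP | Medium: IMEM, 15% FBS supplement | Schedule: Overnight attachment after seeding, then 72 h compound exposure at 37 °C | Doses: Compound addition at 0.1% DMSO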
ERa SRC1 inh = ERα–SRC-1 coactivator interaction inhibitors, primary screen, biochemical, TR-FRET, ERα LBD, estradiol-bound; 1.7% of 86,000 active; Estrogen receptor (Homo sapiens), P03372; TR-FRET ER-alpha LBD / SRC-1 peptide; inhibition, % at 25.6 µM; AID 629, 2007; in the data active means inhibition above about 50%;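 further: 0% = receptor plus peptide control and 100% = peptide only without receptor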
H69AR growth 86K = proliferation blockers of H69AR lung cancer cells, primary screen, cell-based, human, 86K library; 6% of 85,000 active; AID 598, 2007; H69AR lung tumor viability, ATP luminescence, 72 h; hits give low values; viability, % at 10 µM;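 active means viability at or below 40%; inactive means viability above 40%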;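 further: multidrug resistant small cell line overexpressing MRP-1 efflux transporter; 100% = mean luminescence of untreated control wells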
CYP2C19 activ = human CYP2C19 activators, primary screen, biochemical, luminescence. 96,000 tested, under 10 active. Cytochrome P450 2C19 (Homo sapiens), P33261. recombinant CYP2C19, luciferin-H EGE luminescence; hits give high values; 0 = fully inhibited enzyme, 1 = untreated enzyme. activation factor at 5 µM;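 active means activation factor of at least 2 at 5 µM in the primary screen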;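 further: 0 = wells with 2.5 mM tranylcypromine and 1 = vehicle-only wells; values of inactives mirror those of a sister screen read the other way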
* hit, by the source's call; . = no result given; [ ] = remark or other dose.

SMILES	CD11b adhes enh	ERa coact pot	CYP2C19 inh	CD11b adhes inh	HUVEC inhibit	Lung fibro prol	ERa SRC1 inh	H69AR growth 86K	CYP2C19 activ
Cc1cccc(Nc2n[nH]c(=S)s2)c1C	-4	.	-10	5	.	.	.	.	1.1
Cc1nn2c(-c3ccco3)nnc2c2ccccc12	-1	100	-4	-9	83	88	-1	64	1
CC1CCC2(CC1)N=C(N)Nc1nc3ccccc3n12 (stereo not drawn)	.	38	0	.	96	102	63*[fluorescence artefact?]	79	1
CCOC(=O)c1ccc(COC(=O)c2cc3ccccc3oc2=O)o1	0	99[fluorescence artefact?]	52*	4	103	107	4	117	0.5
O=c1c2ccccc2nc2c3ccccc3c(NCCN3CCOCC3)nn12	-1	92	-5	12	36	33*	-8	19*	1.1
O=C(OC1CCOC1=O)c1cc(-c2ccc(Cl)cc2)nc2ccccc12 (stereo not drawn)	6	78	2	12	88	102	2	96	1
CCOC(=O)c1ccccc1NC(=O)N[C@@H](C)C(=O)OC	-4	106	27	-7	101	103	-1	96	0.7
Cc1cc(Cl)ccc1N1C(=O)CC(SCCC(=O)O)C1=O (stereo not drawn)	-1	107	7	-2	99	103	-4	101	0.9
O=C(CCn1cccc1)Nc1cc(F)ccc1F	-1	104	35	2	93	104	-36	101	0.6
CC(C)OC(=O)C(C#N)c1nc2ccccc2nc1N1CCN(Cc2ccccc2)CC1 (stereo not drawn)	.	135	31	.	65	89	2	68	0.7
CCCCSc1nnc2[nH]c(=O)cc(N)n12	1	104[fluorescence artefact?]	2	-6	77	110	1	81	1
CCc1nccn1S(=O)(=O)c1ccc2ccccc2c1	-3	100	25	-5	105	104	-24	99	0.8
CCCCCCc1cc2cc(C(=O)NCc3ccccc3)c(=N)oc2cc1O	.	118[fluorescence artefact?]	.	.	96	86	6	60	.
CC1CCCCC1NS(=O)(=O)c1ccc(S(=O)(=O)N2CCCC2)cc1 (stereo not drawn)	-2	114[fluorescence artefact?]	79*	-6	93	94	0	79	0.2
O=C(NCCCn1ccnc1)Nc1cccc2ccccc12	.	115	.	.	96	101	-24	95	.
FC(F)(F)c1cc(-c2ccccc2)nc(NCc2cccnc2)n1	.	90	93*	.	81	82	-6	76	0.1
S=C(NN=C1CCCCCC1)Nc1ccc(Cl)cc1	1	96	-8	-12	88	96	5	86	1.1
Cc1onc(-c2ccccc2)c1C(=O)NC(CC(=O)O)c1ccc(OC(C)C)cc1 (stereo not drawn)	.	122	8	.	88	93	1	93	0.9
O=c1nc(N2CCOCC2)ccn1-c1nc(-c2ccccc2)oc1-c1ccccc1	8	120	-5	13	87	89	-5	87	1.1
COC(=O)CSc1nnc(C)n1-c1cccc(C#N)c1	-3	103	-23	40	93	103	-7	94	1.2
COc1ccc(N2CC(C(=O)Nc3ncccc3C)CC2=O)cc1 (stereo not drawn)	-4	111	-2	-2	101	99	-23	97	1
CCN1C(=O)/C(=C2/Sc3ccc(OC)cc3N2C)SC1=Nc1ccc(C(C)=O)cc1	.	96	.	.	102	102	36	89	.
CSc1nc(C)cc(OCC#N)n1	-3	127	12	-7	96	94	-5	90	0.9
Cc1nc2c(F)c(F)c(C(F)(F)F)c(F)c2[nH]1	1	126	61*	5	79	94	0	94	0.4
CC(C)c1cc[n+](-c2nc([O-])sc2C=O)cc1	7	.	-2	-6	.	.	.	.	1
Next section
SMILES	CD11b adhes enh	ERa coact pot	CYP2C19 inh	CD11b adhes inh	HUVEC inhibit	Lung fibro prol	ERa SRC1 inh	H69AR growth 86K	CYP2C19 activ
N#Cc1c(N)nc2c(c1N)CC(=O)N2c1ccc(Cl)cc1	-2	.	52*	4	.	.	.	.	0.5
O=C(CSc1nc2c(c(=O)n1-c1ccc(F)cc1)SCC2)NCc1ccco1	-3	103[fluorescence artefact?]	3	-1	103	98	-34	95	1
O=C(CSc1nc2ncccc2[nH]1)c1ccc(F)cc1	-2	83	16	7	86	102	-2	91	0.8
Cc1ccc(S(=O)(=O)Nc2cccc3ncccc23)s1	6	.	45	4	.	.	.	.	0.6
O=C(Nc1nc(-c2ccc3c(c2)OCCO3)cs1)c1ccc(S(=O)(=O)N2CCCCC2)cc1	6	269*[fluorescence artefact?]	7	37	88	95	11[fluorescence artefact?]	94	0.9
CC(C(=O)O)N1C(=O)c2ccccc2C1=O (stereo not drawn)	-4	97	-3	-1	106	114	-11	103	1
CCN(CC)S(=O)(=O)c1csc(C(=O)Nc2ccccn2)c1	1	96	67*	-30	92	101	-4	72	0.3
COc1ccc(-c2cc(=O)oc3cc(OCc4nn[nH]n4)ccc23)cc1	2	85	31	-10	90	101	4	93	0.7
C/C(=N\NC(=O)c1c(Br)c(C)nn1C)c1ccc(NC(=O)C(C)Oc2ccc(Cl)cc2C)cc1 (stereo not drawn)	8	.	7	-2	.	.	.	.	0.9
Cc1cc(Nc2cccc(F)c2)n2c(n1)nc1ccccc12	-4	.	4	7	.	.	.	.	1
O=C1C2C3C=CC(C3)C2C(=O)N1c1ccc2c(c1)CCC2 (stereo not drawn)	1	100	1	-19	96	97	-3	.	1
c1nc(NC2CCCCCC2)c2[nH]cnc2n1	0	100	6	-9	98	99	-2	81	0.9
CS(=O)(=O)N1CCN(c2ccc(NC(=O)c3cccnc3Cl)cc2)CC1	0	90[fluorescence artefact?]	-16	-8	90	102	9	93	1.2
O=C(COC(=O)c1n[nH]c2ccccc12)NC(=O)NC12CC3CC(CC(C3)C1)C2	2	145[fluorescence artefact?]	8	-16	69	81	27	17*	0.9
CCCCC(=O)NC(c1ccco1)c1c(O)ccc2ccccc12 (stereo not drawn)	1	.	49	-4	.	.	.	.	0.5
Cc1nc2ncnn2c(N2CCN(c3cccc(C(F)(F)F)c3)CC2)c1C	0	131	64*	16	82	95	-8	33*	0.4
O=C1c2ccccc2C(Nc2ccc(Cl)cc2)N1CCN1CCOCC1 (stereo not drawn)	5	118	75*	-1	85	92	-9	81	0.2
N#CC1=C(c2ccccc2)N=P(N2CCOCC2)(N2CCOCC2)N=C1N1CCOCC1	.	120	.	.	103	92	0	100	.
O=C(C(Cc1ccccc1)N1C(=O)c2ccccc2C1=O)N1CCc2ccccc21 (stereo not drawn)	.	115	.	.	95	99	10	91	.
CSC1=NCCN1C(=O)c1ccc(S(=O)(=O)N2CCOCC2)cc1	-2	107	13	7	94	94	-6	87	0.9
CCc1nnc(NC(=O)CSc2nnc(C)n2Cc2ccccc2)s1	.	114	.	.	103	99	-4	87	.
Cc1ccc(Oc2ccc3c(c2)C(=O)N(c2cccc4cccnc24)C3=O)cc1	-2	.	-2	-9	.	.	.	.	1
Clc1ccccc1Cn1nnc(-c2cccs2)n1	-1	98	36	3	99	96	-2	100	0.6
CCc1cc2cc(C)cc(C)c2nc1SCC(=O)N1CCCC1	.	131	.	.	93	86	5[fluorescence artefact?]	78	.
COc1ccc(S(=O)(=O)N2CCOCC2)c(C)c1C	.	102	.	.	92	97	-26	100	.

Some entries already given, limited to CD11b adhes enh, CD11b adhes inh and CYP2C19 inh:
mol	CD11b adhes enh	CD11b adhes inh	CYP2C19 inh
CC(C)OC(=O)C(C#N)c1nc2ccccc2nc1N1CCN(Cc2ccccc2)CC1 (stereo not drawn)	.	.	31
CCCCSc1nnc2[nH]c(=O)cc(N)n12	1	-6	2
CCc1nccn1S(=O)(=O)c1ccc2ccccc2c1	-3	-5	25

Going on with the list:
SMILES	CD11b adhes enh	ERa coact pot	CYP2C19 inh	CD11b adhes inh	HUVEC inhibit	Lung fibro prol	ERa SRC1 inh	H69AR growth 86K	CYP2C19 activ
COC(=O)CC1SC(=O)NC1=O (stereo not drawn)	-3	92	-14	-43	97	108	8	106	1.1
O=C(CC(Cc1ccccc1)c1ccco1)NC1CCCCC1 (stereo not drawn)	-2	99[fluorescence artefact?]	-2	2	103	91	-2	85	1
COc1cc(C2C(C(C)=O)=C(O)C(=O)N2CCc2ccc(OC)c(OC)c2)ccc1O (stereo not drawn)	3	127[fluorescence artefact?]	-10	-3	97	101	-8	96	1.1
O=C(O)COc1ccc(Br)cc1/C=N/O	-1	84	-24	7	91	101	21	102	1.2
CCOc1ccc(NC(=O)CCS(=O)(=O)c2cccc3nsnc23)cc1	11	112	44	-5	99	105	6	80	0.6
Cc1c(N=Cc2c(O)n(C3CCCCC3)c(=O)[nH]c2=O)c(=O)n(-c2ccccc2)n1C	-2	91	-15	-14	98	101	-2	97	1.1
O=C(Cc1cccs1)Nc1ccc(C(=O)O)cc1	0	117	17	-7	96	103	1	88	0.8
O=C(NC1(C(F)(F)F)NC(=O)N(C2CCCCC2)C1=O)c1cccs1 (stereo not drawn)	.	96	47	.	94	98	-4	104	0.5
CCc1nc2ccccc2n1CCC(=O)O	.	106[fluorescence artefact?]	.	.	92	100	-20	95	.
COc1ccc(N2CCCCn3c2nc2c3c(=O)[nH]c(=O)n2C)cc1	1	100	-4	-12	98	94	-25	93	1
C#CC1(O)CC(C)NCC1(C)CCC#N (stereo not drawn)	-3	129[fluorescence artefact?]	-8	-6	96	102	2	99	1.1
Cc1ccccc1C(=O)NC1CCN(CC(=O)Nc2c(C)cccc2C)CC1	.	106	.	.	87	100	-15	80	.
CCCCC(=O)Nc1ncc(Br)s1	16	99[fluorescence artefact?]	76*	-16	97	100	24	93	0.2
O=C(Nc1ccc2c(c1)OCO2)Nc1cnccn1	-1	107	26	-7	75	92	3	66	0.7
CCOC(=O)C1CCN(c2ncnc3nc[nH]c23)CC1	2	104	-1	4	89	90	-6	97	1
Cc1ccc(OCc2n[nH]c(=S)n2C2CCCCC2)cc1	5	86	49	-10	94	100	4	37*	0.5
Cc1ccc2oc(C(=O)Nc3c(C)n(C)n(-c4ccccc4)c3=O)c(C)c2c1	.	93[fluorescence artefact?]	.	.	102	108	-2	102	.
O=C(O)CNC(=O)c1ccccc1F	-2	90	-18	7	98	105	1	103	1.2
C=C(C)CSc1nnc(-c2ccc(OC)c(OC)c2)n1N	0	107	6	-14	97	101	-4[fluorescence artefact?]	89	0.9
COCCOC(=O)c1c(C)oc2ccc(OCC=C(C)C)cc12	0	.	20	23	.	.	.	.	0.8
COc1ccc(S(=O)(=O)N(C)c2ccc(C(=O)NCC3CCCO3)cc2)cc1 (stereo not drawn)	6	113	-6	-15	102	102	-25	73	1.1
Cc1[nH]nc2c1C(c1ccc(F)cc1)C(C#N)=C(N)O2 (stereo not drawn)	-2	125	48	0	91	99	0	105	0.5
Nc1c(C(O)(C(F)(F)F)C(F)(F)F)ccc2ccccc12	.	286*[fluorescence artefact?]	.	.	90	100	-10	90	.

Complete entries, looked up by structure. Values in the order: CD11b adhes enh | ERa coact pot | CYP2C19 inh | CD11b adhes inh | HUVEC inhibit | Lung fibro prol | ERa SRC1 inh | H69AR growth 86K | CYP2C19 activ
Cc1ccccc1C(=O)NC1CCN(CC(=O)Nc2c(C)cccc2C)CC1 is entered as . | 106 | . | . | 87 | 100 | -15 | 80 | .
O=C(Cc1cccs1)Nc1ccc(C(=O)O)cc1 is entered as 0 | 117 | 17 | -7 | 96 | 103 | 1 | 88 | 0.8
